Source: PubChem BioAssay (Emory University Molecular Libraries Screening Center)
14-3-3 PPI = 14-3-3 gamma protein interaction modulation | P61981 | FP, 14-3-3gamma / TMR-pS259-Raf peptide binding | inhibition, % at 40 µM | 160,000 tested, 0.19% active | AID 422; in the data active = inhibition above about 30%;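 note: 0% = protein plus tracer without compound and 100% = blank with tracer alone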
Target sequence (P61981 whole entry, looked up): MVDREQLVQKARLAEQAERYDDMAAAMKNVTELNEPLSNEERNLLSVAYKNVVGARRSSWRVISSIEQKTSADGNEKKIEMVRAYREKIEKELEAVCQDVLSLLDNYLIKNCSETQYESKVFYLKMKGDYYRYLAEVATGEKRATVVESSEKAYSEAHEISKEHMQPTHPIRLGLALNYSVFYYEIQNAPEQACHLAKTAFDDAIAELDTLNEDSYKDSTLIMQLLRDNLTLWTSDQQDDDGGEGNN
* hit, by the source's call; & = joins results of further samples.

| item | 14-3-3 PPI | Molecule |
| --- | --- | --- |
| 1 | -1 | CCCCCCc1cc2c3c(c(=O)oc2cc1OC(C)C(=O)OC)CCC3 (configuration not stated) |
| 2 | -4 | CC(=O)c1ccc(NC(=O)C(NS(=O)(=O)c2ccc3c(c2)CCN3C(C)=O)C(C)C)cc1 (configuration not stated) |
| 3 | -6 | COc1ccc2oc(=Nc3ccccc3)c(C(=O)NC(C)=O)cc2c1 |
| 4 | -5 | CC(=O)/C=C(/C)NC(Cc1c[nH]c2ccccc12)C(=O)O (configuration not stated) |
| 5 | -1 | CCc1ccc(NC(=O)N2CCC(N(C)C(C)C)CC2)cc1 |
| 6 | -2 | CC(=O)Nc1ccc(Nc2cc(-c3ccccc3)c3cc(Cl)ccc3n2)cc1 |
| 7 | 3 | CS(=O)(=O)N(CC(=O)NCCSc1ccc(Cl)cc1)c1ccc2c(c1)OCO2 |
| 8 | -4 | Cc1cccc(NC(=O)CN2C(=O)c3ccccc3C2=O)c1 |
| 9 | -6 | Cn1nc(C(=O)NCc2ccccn2)c2ccccc2c1=O |
| 10 | 1 | O=C(Nc1ccccc1-c1nc2ccccc2[nH]1)c1cccc(Oc2ccccc2)c1 |
| 11 | 5 | COc1ccccc1N(CN1CCCC1=O)C(=O)c1c(F)cccc1F |
| 12 | -3 | CCCCC(CC)CNC(=O)c1ccc2c(c1)OCO2 (configuration not stated) |
| 13 | 2 | Nc1nnnn1N=C1CCCCC1 |
| 14 | -2 | O=[N+]([O-])c1cccc(-c2nc(-c3ccc(Cl)cc3)no2)c1 |
| 15 | 1 | Nc1nc(SCC(=O)C23CC4CC(CC(C4)C2)C3)n[nH]1 |
| 16 | -8 | COC(=O)c1c(NC(=O)c2ccccc2OC)sc(C)c1C |
| 17 | -11 | O=C(c1nn2c(c1Cl)NC(c1cccs1)CC2C(F)(F)F)N1CCCc2ccccc21 (configuration not stated) |
| 18 | -7 | O=C(CN1CCCC1=O)NC1(C(F)(F)F)NC(=O)N(Cc2ccccc2)C1=O (configuration not stated) |
| 19 | 2 | Cc1ccc(-n2nnnc2SCC(=O)N2CCc3ccccc3C2)c(C)c1 |
| 20 | -205 | CC1=Nc2ccc([N+](=O)[O-])cc2C1(C)C |
| 21 | 0 | COC(=O)C1C(=O)C2=C(CC1C)NC(C)=C(C(=O)OC(C)C)C2c1ccc(O)cc1 (configuration not stated) |
| 22 | 5 | Cc1ccc(NC(=O)COc2ccc(N3CC(C(N)=O)CC3=O)cc2)cc1C (configuration not stated) |
| 23 | -12 | CCOc1ccc(-c2cc(C(=O)NCCCN3CCCCCC3)c3ccccc3n2)cc1 |
| 24 | 1 | Cc1ccc(NC(=O)c2c(O)c3ccccc3n(C)c2=O)c(Br)c1 |
| 25 | -7 | FC(F)(F)c1nn2cc(-c3ccccc3)nc2s1 |
| 26 | -25 | CCC(=O)N1CCc2cc(Br)cc(S(=O)(=O)CCC(=O)N3CCC(Cc4ccccc4)CC3)c21 |
| 27 | -14 | COc1ccc(OC)c(NC(=O)Cn2cnc3sc(C)c(S(=O)(=O)N4CC(C)CC(C)C4)c3c2=O)c1 (configuration not stated) |
| 28 | -7 | CCCCn1c(CCNC(=O)c2ccc(F)cc2)nc2ccccc21 |
| 29 | -15 | CCn1c2ccccc2c2cc(NC(=O)c3ccco3)ccc21 |
| 30 | -2 | COC(=O)c1c(NC(=O)c2cc3nc(-c4cccs4)cc(C(F)(F)F)n3n2)sc2c1CCCC2 |
| 31 | -13 | O=C(O)c1ccc(CNC(=O)c2ccc3c(=O)n(-c4ccc(F)cc4)c(=S)[nH]c3c2)cc1 |
| 32 | -3 | CCCn1c(-c2ccc(S(=O)(=O)N3CCOCC3)cc2)csc1=Nc1ccccc1 |
| 33 | 1 | CCC(Sc1nc2c(c(=O)n1C)SC(C)C2)C(=O)OC (configuration not stated) |
| 34 | -14 | CCOc1ccc2c3c(c(=O)oc2c1)CCCC3 |
| 35 | -1 | CC(C)Cn1c(-c2cccc([N+](=O)[O-])c2)nc(=S)c2c1CCCC2 |
| 36 | 6 | Cc1ccc2cc3cc(C(=O)N4CCCC(C)C4)sc3nc2c1 (configuration not stated) |
| 37 | 13 | O=C(Nc1ccc2c(c1)OCO2)C1Cc2ccccc2CN1S(=O)(=O)c1cccs1 (configuration not stated) |
| 38 | -6 | O=C(CCCCn1c(=O)c2ccccc2n(CC(=O)Nc2ccc(F)cc2)c1=O)NCc1ccco1 |
| 39 | -2 | COc1cccc(CN2C(=O)c3ccccc3C2C(=O)NC2CCC(C)CC2)c1 (configuration not stated) |
| 40 | 3 | Cc1nn(C)c(C)c1S(=O)(=O)N(CC(=O)NCCN1CCOCC1)c1ccc(C(C)C)cc1 |
| 41 | -6 | CCOc1ccc(N2C(=O)CC(N3CCC(N4CCCCC4)CC3)C2=O)cc1 (configuration not stated) |
| 42 | -3 | O=C(Cc1ccccc1)Nc1ccc(NC(=O)C2CC2)nc1 |
| 43 | -6 | FC(F)(F)c1cc(-c2ccc3c(c2)OCO3)nc(NC2CCCCC2)n1 |
| 44 | 0&-5 | CC(=O)C(C(C)=O)C(NC(=O)c1cccnc1)(C(F)(F)F)C(F)(F)F |
| 45 | 2 | O=C1C(=O)N(CCCn2ccnc2)C(c2ccccc2F)/C1=C(\O)c1ccc(Br)cc1 (configuration not stated) |
| 46 | 5 | O=C(Cn1cnc2ccccc21)Nc1cc(C(F)(F)F)ccc1N1CCOCC1 |
| 47 | -5 | CSCCC1C(C#N)=C(N)Oc2n[nH]c(-c3cccs3)c21 (configuration not stated) |
| 48 | -11 | COc1cccc(C2NC(=S)NC(C)=C2C(=O)Nc2ccc(C)cc2)c1 (configuration not stated) |
| 49 | -1 | c1ccc2c(c1)Cc1cc(CN3CCOCC3)ccc1-2 |
| 50 | 4 | COc1cccc(NC(=O)C2C3C=CC4(O3)C2C(=O)N(CC2COc3ccccc3O2)C4C(=O)NC2CCCCC2)c1 (configuration not stated) |

Following part:
| item | 14-3-3 PPI | Molecule |
| --- | --- | --- |
| 51 | -4 | Cc1ccccc1OCCCc1c(C)n[nH]c1C |
| 52 | -2 | O=C(CCn1c(=O)c2ccccc2n(Cc2cc(=O)n3ccccc3n2)c1=O)NCCc1ccc(Cl)cc1 |
| 53 | -9 | COc1cc2[nH]c(=O)n(CCC(=O)N3CCN(c4cccc(C(F)(F)F)c4)CC3)c(=O)c2cc1OC |
| 54 | -8 | CCCCNC(=O)CSc1nc2ccccc2c(=O)n1Cc1ccco1 |
| 55 | 15 | CNC(=O)CN(C1CCCCC1)S(=O)(=O)c1ccc(OC)c(Cl)c1 |
| 56 | -8 | CCOC(=O)c1cc2c(=O)n3ccccc3nc2n(CC(C)C)c1=NC(=O)c1cccc(Cl)c1 |
| 57 | -3 | Cc1ccc(C)c(N(C)C(=O)CCS(=O)(=O)c2cccc3nonc23)c1 |
| 58 | 0 | C=CCn1c(=O)c2ccccc2n2c(SCc3nc(N)nc(Nc4ccccc4C)n3)nnc12 |
| 59 | -7 | CN(Cc1ccccc1)C(=O)c1nn2c(C(F)(F)F)cc(-c3cccs3)nc2c1Cl |
| 60 | -173 | COc1cccc2c1NC(c1cccc3ccccc13)C1CC=CC21 (configuration not stated) |
| 61 | -5 | CC(C)c1ccc(C=Nc2sc3c(c2C#N)CCCC3)cc1 |
| 62 | -2 | Cc1cc(C)c2c3c(sc2n1)C(=O)N(Cc1ccccc1)CC(=O)N3 |
| 63 | -7 | CCCN(c1nc(C)c(Br)c(OC)n1)S(=O)(=O)c1ccc(C)cc1 |
| 64 | -12 | CCOC(=O)CNS(=O)(=O)c1cc(-c2nnc(Nc3ccc(Br)cc3)c3ccccc23)ccc1C |
| 65 | -1 | CCCCCOC(=O)C1=C(C)Nc2ncnn2C1c1ccc(OC)cc1 (configuration not stated) |
| 66 | -9 | Cc1ccc(-n2nc3c(c2NC(=O)CCC2CCCCC2)CS(=O)(=O)C3)c(C)c1 |
| 67 | 13 | COc1ccc(-c2oc3ncn(Cc4ccccc4)c(=N)c3c2-c2ccc(OC)cc2)cc1 |
| 68 | -1 | CCOC(=O)CSC1=C(C#N)C(c2ccc(C)o2)CC(=O)N1 (configuration not stated) |
| 69 | -9 | Cc1ccc(CSc2nnc3c(n2)OC(c2ccc(C)o2)Nc2ccccc2-3)cc1 (configuration not stated) |
| 70 | -5 | Cn1c(=O)[nH]c(=O)c2c1nc(NC1CCCCC1)n2Cc1ccc(F)cc1 |
| 71 | 3 | Cc1ccc(NC(=O)c2ccc(S(=O)(=O)N3CCc4ccccc43)cc2)c(C(=O)c2ccccc2)c1 |
| 72 | -12 | C=CCN(C(=O)CNC(=O)c1ccco1)C(C(=O)NC1CCCCC1)c1ccc(F)cc1 (configuration not stated) |
| 73 | -2 | COc1ccc(CNCc2cccc(Cl)c2)cc1 |
| 74 | -12 | CCCCNC(=O)CCCn1c(=O)c2ccccc2n(CC(=O)NCCC2=CCCCC2)c1=O |
| 75 | -5 | CC(C)Sc1nc2c(c(=O)[nH]c(=O)n2C)n1C |
| 76 | 3 | CCn1ccnc1C(O)c1cccc(OC)c1OC (configuration not stated) |
| 77 | -19 | CC(=O)c1sc(-c2ccc(Cl)cc2)cc1NC(=O)c1ccccc1Br |
| 78 | -3 | COc1ccc(COC(=O)C2=C(C)NC3=C(C(=O)CC(C)(C)C3)C2c2ccc(C)o2)cc1 (configuration not stated) |
| 79 | 2 | COc1ccc(Cl)cc1NC(=O)c1nn(-c2ccc(C)cc2)c(=O)c2c1c1ccccc1n2C |
| 80 | -9 | O=[N+]([O-])c1ccccc1-c1nc(-c2ccccc2)c(-c2cccs2)[nH]1 |
| 81 | -9&-28 | CCCn1c(=N)n(CC(O)c2ccco2)c2ccccc21 (configuration not stated) |
| 82 | -5 | CCC(=O)N1CCc2cc(Br)cc(S(=O)(=O)N3CCCCC3C)c21 (configuration not stated) |
| 83 | -21 | COCCCNC(=O)c1ccc2c(c1)ncn2-c1ccccc1OC |
| 84 | 3 | CCOC(=O)c1sc2nc(CC(=O)OC)nc(Nc3cc(F)ccc3C)c2c1C |
| 85 | -6 | COc1ccccc1NC(=O)CCN1CCN(CCC(=O)Nc2ccccc2OC)CC1 |
| 86 | -13 | Cn1c(=O)c2c(ncn2CC(=O)N2CCN(c3ccccc3)CC2)n(C)c1=O |
| 87 | -14 | N#CC(C(=O)C12CC3CC(CC(C3)C1)C2)c1nc2ccccc2[nH]1 (configuration not stated) |
| 88 | -25 | CCOc1cccc(C(=O)Nc2scc(-c3ccc(F)cc3)c2C(=O)OC)c1 |
| 89 | 1 | CCCS(=O)(=O)N1CCC(C(=O)NCc2ccc3c(c2)OCO3)CC1 |
| 90 | -17 | COc1cc(Br)cc(C2Nc3ccccc3-c3nnc(SC)nc3O2)c1OC (configuration not stated) |
| 91 | 0 | Cc1cc(C)nc(NC(=O)c2cc(-c3ccccc3)nc3ccccc23)n1 |
| 92 | -1 | CS(=O)(=O)N1CCC(C(=O)NCc2ccc(Cl)cc2)CC1 |
| 93 | 0 | COc1ccc(OC)c(Nc2ncnc3sc(C)cc23)c1 |
| 94 | 0 | CCOc1ccc(-n2c(=O)c3sccc3n(Cc3cc(=O)n4ccccc4n3)c2=O)cc1 |
| 95 | -4 | CC(C)Oc1ccc(C(=O)Nc2c3c(nn2C(C)(C)C)CS(=O)C3)cc1 (configuration not stated) |
| 96 | 1 | O=[N+]([O-])c1ccc(N2CCOCC2)cc1NCCc1ccccc1 |
| 97 | -6 | COCCN(CCOC)c1ncnc2c1cnn2-c1cccc(C)c1 |
| 98 | -2 | CCc1nc(SCC(=O)N2CCC(C)CC2)c2c(=O)n(C)c(=O)n(C)c2n1 |
| 99 | -3 | CN1C(=S)SC(C)(NO)C1(C)C (configuration not stated) |
| 100 | -7&-5 | COc1ccc(S(=O)(=O)N2CCCN(CCC(=O)Nc3cccc(C(F)(F)F)c3)CC2)cc1 |

Continued:
| item | 14-3-3 PPI | Molecule |
| --- | --- | --- |
| 101 | 1 | Cc1ccsc1C1Nc2ccc3ncccc3c2C2=C1C(=O)CC(c1ccccc1)C2 (configuration not stated) |
| 102 | -1 | CCCCN1C(=O)C(O)(CC(=O)c2ccccn2)c2cc(Br)ccc21 (configuration not stated) |
| 103 | -1 | COc1ccc(C2C(C(=O)N3CCCC3)CCC(=O)N2c2cc(OC)c(OC)c(OC)c2)cc1 (configuration not stated) |
| 104 | -12 | Cc1ccc(NC(=O)c2ccc(NC(=O)CCS(=O)(=O)c3cccs3)cc2)c(Cl)c1 |
| 105 | -4 | CCOc1ccc(/C(O)=C2\C(=O)C(=O)N(CCN(C)C)C2c2cccc(OC)c2OC)cc1Cl (configuration not stated) |
| 106 | -9 | CC1=C(C(=O)OC2CCCCC2)C(c2ccsc2)C2=C(CC(C)(C)CC2=O)N1 (configuration not stated) |
| 107 | -24 | O=C(Nc1nc2ccc(Br)cc2s1)c1ccccc1Oc1ccccc1 |
| 108 | -1 | CCN(C(=O)CSc1ncccc1C(=O)Oc1cccc([N+](=O)[O-])c1)c1cccc(C)c1 |
| 109 | 1 | COC(=O)c1cc(-c2ccc(C)cc2)nc2ccc(Cl)cc12 |
| 110 | -4 | Cc1cccn2c(Nc3ccc4c(c3)OCO4)c(-c3ccccn3)nc12 |
| 111 | 0 | O=C(Cn1cnc2c(cnn2-c2ccc(F)cc2)c1=O)N1CCN(c2ccccc2)CC1 |
| 112 | 2 | CCOC(=O)CNC(=O)c1cnc(Nc2ccc(C)c(Cl)c2)c2ccccc12 |
| 113 | -3 | O=C(Nc1ncn[nH]1)c1cc(-c2ccccc2)nc2ccccc12 |
| 114 | 1 | Cc1ccc(S(=O)(=O)CCC(=O)Nc2ccc(C)cc2C)cc1 |
| 115 | 4 | CCOC(=O)c1ccc(NC(=O)C2CCCN2S(=O)(=O)c2ccc(C)cc2)cc1 (configuration not stated) |
| 116 | -5 | O=C(Nc1ccc(S(=O)(=O)Nc2ncccn2)cc1)C1CC1 |
| 117 | -1 | Cc1cc(N2CCCCC2)nc2ccc(NC(=O)CCC(=O)NC(C)C)cc12 |
| 118 | 2 | Cc1nnc(Sc2nc3c(c(=O)[nH]c(=O)n3C)n2CCCc2ccccc2)s1 |
| 119 | -3 | O=C1NCCCc2nonc21 |
| 120 | 0 | CCOC(=O)c1ccc(NC(=O)c2cn(-c3ccccc3)nc2-c2ccc(OC)cc2)cc1 |
| 121 | -3 | COc1cccc(CNC(=O)C2CCCN(c3nc4ccccc4o3)C2)c1 (configuration not stated) |
| 122 | 1 | CC1(C)NC(=O)N(CC(O)COc2ccccc2[N+](=O)[O-])C1=O (configuration not stated) |

Only part of the results is shown (hit frequency here may not be typical).
